# Bioassay records as filed in PubChem BioAssay.
# bIAP act – bovine intestinal alkaline phosphatase activators, primary screen, biochemical, bovine IAP, CDP-star luminescence; purified bovine IAP, 30 min; hits give high values; fold of DMSO-control signal, blank-subtracted; AID 1016, 2008; 200,000 tested, 0.17% active; activation factor at 20 µM;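 active = activation factor of 2 or more at 20 µM, a signal rise over negative controls twice the positive control's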
# TNAP act hiacc – TNAP activators at high phosphate acceptor level, primary screen, biochemical, luminescence, uHTS; Alkaline phosphatase, tissue-nonspecific isozyme (Homo sapiens), P05186; purified TNAP, CDP-star luminescence, 1 M DEA, 30 min; hits give high values; 0 = EDTA background, 1 = DMSO-only activity; activation factor at 20 µM; 200,000 tested, under 10 active; AID 1136, 2008;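 active = activation factor at least 2 at 20 µM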
# Target sequence (P05186 whole entry, looked up): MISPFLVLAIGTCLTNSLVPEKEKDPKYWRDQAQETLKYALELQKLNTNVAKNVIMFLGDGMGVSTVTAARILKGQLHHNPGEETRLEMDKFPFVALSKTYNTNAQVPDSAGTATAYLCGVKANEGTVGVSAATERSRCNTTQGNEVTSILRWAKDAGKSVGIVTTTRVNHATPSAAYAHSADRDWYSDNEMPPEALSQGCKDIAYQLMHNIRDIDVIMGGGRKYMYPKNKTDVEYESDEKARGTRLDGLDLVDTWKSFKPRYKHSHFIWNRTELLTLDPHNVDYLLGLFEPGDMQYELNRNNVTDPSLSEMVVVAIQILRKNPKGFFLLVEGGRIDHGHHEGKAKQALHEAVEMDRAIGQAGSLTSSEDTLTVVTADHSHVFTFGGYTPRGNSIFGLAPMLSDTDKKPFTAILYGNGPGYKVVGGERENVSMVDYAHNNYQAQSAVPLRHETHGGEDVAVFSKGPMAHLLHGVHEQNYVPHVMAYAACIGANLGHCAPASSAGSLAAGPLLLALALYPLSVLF
#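 system = human TNAP | amount = enzyme diluted 1/800 final | reagent = 100 µM CDP-star substrate | signal = luminescent substrate turnover signal | dosing = one dose, 20 µM | benchmarks = EDTA negative control, DMSO positive control | measure = activation factor | timing = 30 min reaction, room temperature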
# PMI act – activators of human PMI, primary screen, biochemical, fluorescence intensity, near-Km mannose 6-phosphate; Mannose-6-phosphate isomerase (Homo sapiens), P34949; purified human PMI, coupled resazurin fluorescence, 20 min; hits give high values; 1 = vehicle control, 0 substrate-free wells; activation factor at 20 µM; 190,000 tested, 0.005% active; AID 1214, 2008;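 active = activation factor of 2 or more at 20 µM, relative to plate controls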
# Target sequence (P34949 whole entry, looked up): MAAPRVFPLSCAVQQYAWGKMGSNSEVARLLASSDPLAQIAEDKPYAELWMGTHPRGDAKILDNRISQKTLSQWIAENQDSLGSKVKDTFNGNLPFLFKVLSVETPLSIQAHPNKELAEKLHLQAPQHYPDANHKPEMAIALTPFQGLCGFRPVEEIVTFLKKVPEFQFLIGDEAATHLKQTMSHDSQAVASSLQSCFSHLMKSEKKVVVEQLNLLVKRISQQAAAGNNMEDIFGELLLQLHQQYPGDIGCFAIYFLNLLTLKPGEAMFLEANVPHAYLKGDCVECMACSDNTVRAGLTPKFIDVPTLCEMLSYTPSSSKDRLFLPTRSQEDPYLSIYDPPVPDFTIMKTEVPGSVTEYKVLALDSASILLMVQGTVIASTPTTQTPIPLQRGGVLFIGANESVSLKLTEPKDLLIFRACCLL
# bIAP inh – bovine intestinal alkaline phosphatase inhibitors, primary screen, selectivity assay for TNAP inhibitor project, biochemical, bovine IAP, CDP-star luminescence; inhibition, % at 20 µM; 190,000 tested, under 10 active; purified bovine IAP, 30 min;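 active = over 50% inhibition of intestinal alkaline phosphatase at 20 µM in the single-dose screen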
#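 System: purified bovine intestinal alkaline phosphatase (IAP) enzyme; Input: IAP diluted 1/65,000,000 in the well; Measured by: CDP-star luminescence signal; Compound dosing: 20 µM single dose; Incubation: 30 min reaction at room temperature.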
# PMI act hi M6P – human PMI activators, high substrate, primary screen, biochemical, fluorescence intensity, near-saturating mannose 6-phosphate; Mannose-6-phosphate isomerase (Homo sapiens), P34949; coupled PMI enzyme assay, resazurin fluorescence, 20 min; hits give high values; 1 = untreated enzyme, 0 = substrate-free blank; activation factor at 20 µM; 190,000 tested, 0.34% active; AID 1216, 2008;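 active = activation factor of 2 or more at 20 µM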
#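 Material: human phosphomannose isomerase with PGI, G6PDH, diaphorase coupling enzymes; amount: PMI at 15 ng/mL final; also added: Mannose-6-phosphate 1.0 mM (near-saturating) plus 0.22 mM NADP+; incubation: enzyme reaction with compound 20 min at room temperature; signal: resorufin fluorescence (Ex 544/Em 590 nm) from resazurin via diaphorase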
# Diaphorase inh – diaphorase inhibitors and chemical oxidizers, primary screen, counter-screen for diaphorase-coupled primary assays, biochemical, uHTS, resorufin fluorescence | diaphorase resazurin-to-resorufin fluorescence, NADH, 16 min; bacterial (C. kluyveri) enzyme, not human | inhibition, % at 20 µM | 190,000 tested, 0.69% active | AID 1217, 2008;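 active = primary screen inhibition at 20 µM above a set limit, cut at about 50% in these data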;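 also: plate controls were DMSO with full reaction for no effect and wells lacking NADH for full effect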
#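 Detection: fluorescence of resorufin formed from resazurin, Ex 544/Em 590 nm; test system: Clostridium kluyveri diaphorase enzyme; amount: 0.14 U/mL diaphorase, enzyme working solution; times: 16-min room-temperature incubation before reading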
# Diaph act CS – compounds boosting diaphorase resazurin reduction – biochemical, uHTS, resorufin fluorescence, counter-screen for diaphorase-coupled primary assays, primary screen | 190,000 tested, 0.005% active | AID 1229, 2008 | Diaphorase/resazurin coupled assay, 16 min; hits give high values; 1 = vehicle wells, 0 = NADH-free wells | activation factor at 20 µM;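 active = diaphorase activity raised at least twofold by the compound at 20 µM; inactive = activation factor below 2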
#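 Assay system: bacterial diaphorase enzyme (C. kluyveri) / Input: enzyme 0.07 U/mL final / Medium: 50 mM HEPES pH 7.4 with 4.542 mM MgCl2, 0.005% Tween 20 / Doses: single compound dose of 20 µM, 1% DMSO final / Incubation: 16 min enzyme reaction, ambient temperature / Signal: fluorescence, excitation 544 nm and emission 590 nm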
# TNAP inh hi DEA – human TNAP enzyme inhibitors, primary screen, biochemical, luminescent, high phosphate acceptor level, uHTS | purified TNAP, CDP-star luminescence, 1 M DEA | 200,000 tested, 0.03% active | Alkaline phosphatase, tissue-nonspecific isozyme (Homo sapiens), P05186 | inhibition, % at 20 µM;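 active = over 50% inhibition of tissue-nonspecific alkaline phosphatase at 20 µM in the single-dose screen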;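 also: plate controls were DMSO wells for no effect and EDTA-quenched wells as full inhibition for full effect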
# TNAP inh noacc – human TNAP enzyme inhibitors, primary screen, biochemical, luminescent, no phosphate acceptor, uHTS | Alkaline phosphatase, tissue-nonspecific isozyme (Homo sapiens), P05186 | purified TNAP, CDP-star luminescence, 30 min | inhibition, % at 20 µM | 200,000 tested, 0.26% active;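 active = tissue-nonspecific alkaline phosphatase inhibition above about 50% at 20 µM in the single-dose screen, limit read from the data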;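 also: 0% = DMSO negative control and 100% = EDTA positive control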
# Lmaj promast – Leishmania major promastigote growth inhibition, primary screen; inhibition, % at 10 µM; 200,000 tested, 9% active; Leishmania major promastigotes, resazurin fluorescence viability; in the data active = inhibition above about 50%;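 also: promastigotes grown with compound for 44 hours at 28 °C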
# Numbers without * were called inactive.
SMILES,bIAP act,TNAP act hiacc,PMI act,bIAP inh,PMI act hi M6P,Diaphorase inh,Diaph act CS,TNAP inh hi DEA,TNAP inh noacc,Lmaj promast
COc1cc(/C=C\C(=O)NCc2ccc3[nH]c(C)cc3c2)cc(OC)c1OC,0.9,1,1,14,1,11,0.9,-4,-9,-1
O=C(Cc1cccc2ccccc12)Nc1cccnc1,0.9,1,1,15,1,7,0.9,0,-6,1
O=C(NCCc1ccccc1)C1CCN(S(=O)(=O)c2cccc3nsnc23)CC1,0.9,1,0.8,9,0.8,16,0.8,2,-4,-2
Cc1nc2ccccc2nc(C)c1=NOCc1cccc(Cl)c1,0.9,1.1,0.9,8,1,28,0.7,-7,-10,0
O=C(Nc1nc(=O)c2ccccc2s1)c1ccc(Cl)cc1,0.9,1,1.1,11,1.3,6,0.9,2,-18,-1
CCC(C)NC(=O)CN(c1ccc(OC)cc1)S(=O)(=O)c1ccc(NC(C)=O)cc1 (stereo unspecified),0.9,1,0.9,5,0.9,18,0.8,-2,-4,-5
Cn1c(=O)oc2cc(S(=O)(=O)NCCC(=O)NCCc3ccccc3)ccc21,0.9,1,1,6,1,12,0.9,-4,13,-14
O=C(Nc1nnc(-c2ccncc2)o1)c1cccc(N2C(=O)CCC2=O)c1,1.1,1,1,-8,1.2,16,0.8,0,3,-12
O=C(CSc1nnc(-c2ccco2)c(-c2ccco2)n1)Nc1ccccc1,0.9,1,0.8,13,0.6,45,0.6,2,-10,75*
O=C(COc1nnnc2ccccc12)N1CCCc2ccccc21,0.9,1,0.8,11,0.8,21,0.8,1,-5,-4
Cc1ccc(-n2c(O)c(/C=N/c3ncn[nH]3)c3ccccc3c2=O)cc1,1,1,1.1,-3,1,20,0.8,-1,-75,-2
CCN(C(=O)c1ccccc1Cl)c1ccccc1,0.9,1,0.9,8,1,12,0.9,4,-5,0
CCc1nc2ccccc2c(=O)n1NC(=O)c1c(O)c2ccccc2n(CC)c1=O,1,1.1,1,2,1.1,4,1,-5,-4,0
Cc1cc(NC(=S)Nc2ccc(C)c(Cl)c2)n[nH]1,0.9,1,0.5,10,0.6,6,0.9,-2,-78,28
S=C(NCc1cccnc1)NCc1cccnc1,1,1,1,-2,0.9,15,0.9,-3,-15,-5
N/C(=N\OC(=O)c1ccccc1Cl)c1ccccn1,1,1,1,-2,1,4,1,0,-6,-1
Cc1ccc(-n2ncc3c(Nc4cccc(C(=O)O)c4)ncnc32)cc1,1,1,1,0,1,10,0.9,-5,-13,-1
CCc1ccc(NC(=O)C2CC(=O)N=C(N)S2)cc1 (stereo unspecified),0.9,1,1,7,1,8,0.9,-4,-9,2
COc1ccc(NC(=O)c2ccccc2Cl)cc1NC(=O)CN1CCOCC1,1,1,0.9,2,0.9,3,1,1,-4,-4
Cc1ccc2c(c1)C1CN(C)CCC1N2C(=O)COc1ccc(N(C)C(=O)C(C)(C)C)cc1 (stereo unspecified),1.1,1,0.9,-8,0.9,10,0.9,-3,-12,33
COc1ccc(NCc2nnc(SCC(=O)NNC(=O)c3ccc(C)cc3)n2C)cc1,1.3,1,0.9,-28,0.7,14,0.9,-2,-86,-4
O=C(OCN1C(=O)c2ccccc2C1=O)c1ccccc1,0.9,1,1,8,1,5,1,-2,-4,-1
COC(=O)c1ccccc1NC(=O)C1CC(c2ccc(F)cc2)=NO1 (stereo unspecified),0.8,1.1,0.9,17,1,14,0.9,-6,-18,2
CCOCCCNC(=O)Cn1cc2c(n1)CCCCC2,0.9,1,0.8,12,0.9,22,0.8,-3,-19,-8
Cc1nc(C2CC(=O)OC23CCCCC3)cs1 (stereo unspecified),1,1.1,0.9,1,0.9,26,0.7,-6,-16,1
O=[N+]([O-])c1ccc(C[n+]2cc(-c3ccccc3)n3c2CCCCC3)cc1,0.8,1,1.1,24,1.1,-6,1.1,1,-2,0
COc1ccc(C(=O)CSc2nnc3ccccn23)cc1OC,0.9,1,1,6,1,9,0.9,-1,-9,-1
CC(C)CC(=O)Nc1ccc(C(=O)Nc2cccc(O)c2)cc1,1,1.1,0.9,4,1,11,0.9,-7,-11,-2
Cc1cc(Nc2ccccc2)nc(N2CCOCC2)n1,1,1,1,0,1,2,1,-4,-12,15
O=C(Cn1cc2c(n1)CCCCC2)N1CCCCC1,0.8,1,0.8,16,0.8,16,0.8,3,-7,-9

# Looked up one by one from the list above (5):
SMILES,bIAP act,TNAP act hiacc,PMI act,bIAP inh,PMI act hi M6P,Diaphorase inh,Diaph act CS,TNAP inh hi DEA,TNAP inh noacc,Lmaj promast
Cc1cc(Nc2ccccc2)nc(N2CCOCC2)n1,1,1,1,0,1,2,1,-4,-12,15
Cc1ccc2c(c1)C1CN(C)CCC1N2C(=O)COc1ccc(N(C)C(=O)C(C)(C)C)cc1 (stereo unspecified),1.1,1,0.9,-8,0.9,10,0.9,-3,-12,33
COc1ccc(NCc2nnc(SCC(=O)NNC(=O)c3ccc(C)cc3)n2C)cc1,1.3,1,0.9,-28,0.7,14,0.9,-2,-86,-4
O=C(Cn1cc2c(n1)CCCCC2)N1CCCCC1,0.8,1,0.8,16,0.8,16,0.8,3,-7,-9
N/C(=N\OC(=O)c1ccccc1Cl)c1ccccn1,1,1,1,-2,1,4,1,0,-6,-1

# Next section
SMILES,bIAP act,TNAP act hiacc,PMI act,bIAP inh,PMI act hi M6P,Diaphorase inh,Diaph act CS,TNAP inh hi DEA,TNAP inh noacc,Lmaj promast
COC(=O)C1CSc2[nH]c(=O)sc2C1c1ccccc1 (stereo unspecified),0.9,1,0.8,6,0.9,20,0.8,3,-7,0
CC(C)CC(=O)NC(=S)Nc1nc(-c2ccc(Cl)cc2)cs1,1.2,1,1,-20,1.1,6,0.9,-1,-2,-5
CC1CN(Cc2cc(=O)[nH]c(C(C)C)n2)CC(C)O1 (stereo unspecified),1,1,0.9,4,0.9,12,0.9,-2,-8,-1
COc1ccccc1-c1cc(C(F)(F)F)nc(S(=O)(=O)CCCC(=O)N2CCCCC2C)n1 (stereo unspecified),1,1,1,1,1,15,0.8,-4,-8,44
Cc1ccc(C)c(Nc2c(F)c(F)c(F)c(F)c2C(=O)O)c1,1.1,1,1.2,-5,1.1,8,0.9,-4,-30,-7
CCN(CCCNC(=O)C1CCN(S(=O)(=O)CC)CC1)c1ccccc1,1,1.1,0.8,3,0.9,25,0.8,-6,-12,-2
CC1CC(C)CN(CC(=O)NCCc2ccc(S(N)(=O)=O)cc2)C1 (stereo unspecified),1.1,1,1.1,-6,1.1,5,1,2,-12,0
c1ccc(CCNc2ccnc3cc4ccccc4cc23)cc1,1.5,1,0.8,-53,0.4,-17,1.2,-2,-42,100*
Cn1c(=O)c2c(nc(NCc3ccco3)n2Cc2ccc(Cl)cc2Cl)n(C)c1=O,0.9,1,0.9,7,0.8,31,0.7,-2,-4,6
Cc1[nH]nc2nc(SCC(=O)NCC3CCCO3)n(-c3ccc(Br)cc3)c(=N)c12 (stereo unspecified),1.3,1,1,-29,1,7,0.9,0,-30,-3
CCCN1C(=O)/C(=C/c2cc(C)n(C)c2C)SC1=Nc1ccc(OCC)cc1,1,1,1,-2,0.8,16,0.8,2,-2,-3
Nc1ccc(Nc2ccncc2[N+](=O)[O-])cc1,0.7,1,1,29,1.1,6,0.9,3,-1,-3
O=c1[nH]c2ccc(NS(=O)(=O)c3ccc(Cl)cc3)cc2[nH]1,1,1,0.8,-2,0.6,40,0.6,-1,1,-5
CSc1nsc(SC)c1C(=O)O,1.2,1,1.3,-15,1.2,7,0.9,-2,-12,-8
CC(=O)c1cccc(NC(=O)c2ccc3c(=O)n4c(nc3c2)CCCCC4)c1,1,1,1,1,1.1,-9,1.1,0,-8,1
Cc1ccc(-c2cc3ccccc3nc2N2CCOCC2)cc1,1,1,1,-3,1,11,0.9,-2,-6,15
CC(=O)Nc1nc2ccccc2n1CCOc1ccccc1,1,1,1,4,1,-2,1,-5,-11,35
O=C1NC(=O)/C(=C\c2ccsc2)N1,1.2,1,0.9,-18,1,1,1,-2,-8,3
O=C(Nc1nc2ccc([N+](=O)[O-])cc2s1)c1ccc(S(=O)(=O)N2CCCc3ccccc32)cc1,1.1,0.9,1,-10,0.8,18,0.8,10,-6,100*
CCOc1ccc(NC(=O)CN2CCN(CC(=O)Nc3cc(OC)cc(OC)c3)CC2)cc1,1.2,1,1,-22,1.2,10,0.9,-4,2,-5
COC(=O)Cn1cc(C#N)c2ccccc21,0.8,1,1,17,1,4,1,2,-4,-7
N=C(N)SCc1cn2ccccc2n1,1,1,1.1,4,1.1,15,0.8,0,59*,-5
C=CCNc1nc(-c2sc(NC(C)=O)nc2C)cs1,1,1,0.9,-3,1,24,0.8,0,-9,3
COc1cccc(-c2nnc(SCC(=O)Nc3cc(C)on3)n2C)c1,0.9,1,1,5,1.1,-3,1,-5,-2,-6
O=C(O)c1oc2ccccc2c1-n1cccc1,0.9,1,0.9,13,1,25,0.8,-3,-11,-7
O=C(NCCCn1ccnc1)c1cc(-c2ccc(Cl)cc2)nc2ccccc12,1,1,0.8,-3,0.9,7,0.9,3,4,98*
CC(C)NCC(O)COc1c(F)cc(Br)cc1F (stereo unspecified),1,1.1,1,2,1,0,1,-6,4,30
COc1ccccc1OCC(=O)OC/C(O)=C(\C#N)c1nc2ccccc2[nH]1,0.9,1,0.9,13,0.8,10,0.9,-1,-103,9
CCCn1c(=O)c2ccccc2n2c(SCc3cc(=O)oc4ccc5ccccc5c34)nnc12,0.9,1,1.2,12,1.3,22,0.8,0,13,62*
CC1CCCC(C)N1C(=O)CSc1nnc(-c2c[nH]c3ccccc23)o1 (stereo unspecified),1,1.1,0.9,3,0.9,29,0.7,-6,-11,23

# Not a hit list; overall some 10% were active at least once.
